Screens deposited in PubChem by National Center for Advancing Translational Sciences (NCATS).
Glioma ERSR ind: ER stress response induction in glioma; U87-MG GRP78 promoter luciferase reporter, 16 h; Potency, µM, for inactives: at the top dose activation, most hits filed as activators; 420,000 tested, 0.02% active; also: potency is read from the fitted curve at half-maximal effect; series mostly up to about 76 µM; % of control where 0% means no effect; nearly all actives have a fitted effect of over 35% in size
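ERSR induction read as luciferase luminescence (Bright-Glo, 10 min at room temperature) in stably transfected human U87-MG glioma cells exposed to compounds for 16 h, using GRP78 as sensor.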
ERG-DNA inh: blocks human ERG Ets domain binding to DNA; P11308; fluorescence polarization, His-ERG Ets domain / labelled DNA; Potency, µM (top dose mostly 76.9 µM), inactives show top-dose FP activity, negative = inhibition, most hits filed as inhibitors; 370,000 tested, 0.028% active; active = well fitted inhibition curve with a large enough effect in the polarisation, with a control signal flat; inconclusive = small, poorly fitted or top-dose-only effect, or effect the other way, or a change in a side signal; inactive = no such curve, though single readings can be large or run the other way; the % refers to the polarisation;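 also: polarization taken with two DNA probes labelled with fluorescein and Texas red; potency is read from the fitted curve at half-maximal effect; % of control where 0% means no effect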
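His-tagged ERG Ets domain (1 uM in the protein solution; 300mM KCl, 50mM Tris-HCl, 1mM EDTA, 1mM DTT, pH 7.5) received compound, then a probe mix of 5 nM fluorescein-DNA and 100nM Texas-615-DNA. Fluorescence polarization was read for both dyes.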
D2 agonist: agonists of human D2 dopamine receptor | 340,000 tested, 0.53% active | HEK293 T-REx D2 cells, calcium flux agonist mode | activation, % at 2 µM | P14416;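 active = activation over 3 SD above normal in the single-dose calcium agonist read, cut at about 30% in these data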; also: 0% is about no effect
Target sequence (P14416 whole entry, looked up): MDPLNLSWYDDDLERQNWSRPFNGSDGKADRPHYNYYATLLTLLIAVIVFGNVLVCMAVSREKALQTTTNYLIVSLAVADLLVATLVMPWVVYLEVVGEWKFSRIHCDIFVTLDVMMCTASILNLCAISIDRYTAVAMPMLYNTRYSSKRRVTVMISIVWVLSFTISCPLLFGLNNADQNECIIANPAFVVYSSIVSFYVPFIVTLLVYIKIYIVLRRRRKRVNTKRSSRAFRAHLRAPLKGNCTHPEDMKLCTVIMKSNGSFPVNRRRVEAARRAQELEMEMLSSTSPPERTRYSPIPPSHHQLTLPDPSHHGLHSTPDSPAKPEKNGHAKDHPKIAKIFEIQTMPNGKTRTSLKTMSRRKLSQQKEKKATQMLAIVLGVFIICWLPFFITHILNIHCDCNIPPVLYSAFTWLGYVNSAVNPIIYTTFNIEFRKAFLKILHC
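In this primary screen, compounds producing a positive calcium signal within 180 s of addition to tetracycline-induced, force-coupled HEK293 Trex D2 cells are flagged; cells are dye-loaded with a no-wash calcium kit beforehand.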
Vif-APOBEC3F blk: inhibitors of Vif-A3F interaction | HeLa A3F-eYFP + Vif (tagged APOBEC3F with the HIV-1 protein that degrades it), YFP fluorescence increase | Potency, µM (highest dose often 46.1 µM), without a hit: top-dose activity, negative = active | 390,000 tested, 0.2% active | AID 602313; also: potency is read from the fitted curve at half-maximal effect; % of control where 0% means no effect; nearly all actives have a fitted effect of over 65% in size
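HeLa cells stably expressing Vif plus C-terminally eYFP-tagged A3F were seeded, incubated overnight at 37 deg C, dosed with compound, incubated overnight again at 37 deg C. Yellow fluorescence (Ex 488/Em 500-530) reported blocked Vif-mediated A3F-eYFP degradation.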
D2 antagonist: antagonizes the human D2 dopamine receptor; P14416; HEK293 TREx D2 cells, calcium flux, dopamine EC80; inhibition, % at 10 µM; 340,000 tested, 2% active; AID 485344; in the data active = inhibition above about 30%; also: 0% is about no effect
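Dopamine at EC80 is the agonist stimulus; test compounds precede it by 180 s. Calcium flux read kinetically in a force-coupled, inducible HEK293 T-REx D2 cell line.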
Vif-A3G inh: blocks the Vif interaction with human APOBEC3G; Q9HC16; HeLa A3G-eYFP + Vif (tagged APOBEC3G with the HIV-1 protein that degrades it), YFP fluorescence, overnight; Potency, µM (titrated, usually from 46.1 µM), for inactives: at the highest dose activity, negative = active, hits mostly inhibitors; 410,000 tested, 0.076% active; AID 602310;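 also: potency is read from the fitted curve at half-maximal effect; % is scaled to controls: 0 for no effect and ±100 for the full control effect; nearly all actives have a fitted effect of over 60% in size; hits raise eYFP signal because A3G escapes Vif-driven loss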
Target sequence (Q9HC16 whole entry, looked up): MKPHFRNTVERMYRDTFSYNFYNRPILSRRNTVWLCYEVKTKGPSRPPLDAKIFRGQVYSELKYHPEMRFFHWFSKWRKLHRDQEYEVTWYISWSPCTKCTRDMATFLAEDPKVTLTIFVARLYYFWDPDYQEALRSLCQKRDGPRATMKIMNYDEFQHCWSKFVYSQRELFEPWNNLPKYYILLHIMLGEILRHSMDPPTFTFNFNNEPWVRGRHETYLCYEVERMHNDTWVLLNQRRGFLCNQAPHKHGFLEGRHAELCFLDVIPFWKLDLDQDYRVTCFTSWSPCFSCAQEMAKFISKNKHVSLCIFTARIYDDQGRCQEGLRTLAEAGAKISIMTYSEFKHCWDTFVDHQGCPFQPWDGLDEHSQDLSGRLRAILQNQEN
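Read-out is eYFP fluorescence (Ex 488/Em 500-530) from Vif-expressing HeLa A3G-eYFP cells; more signal means A3G escaped Vif-mediated degradation. Cells plated overnight, compound pinned in, incubated overnight at 37 deg C.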
LDHA block: blocks human lactate dehydrogenase A. P00338. purified LDHA, NADH/diaphorase-resazurin fluorescence; stronger effect = lower value. activity change, % (values are at about 110 or 230 µM). 480,000 tested, 0.15% active. AID 1347041; in the data active = activity change below about -30%; inconclusive = mostly about -25% to -30%;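 also: plate controls were DMSO wells for no effect and wells without enzyme for full effect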
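Human LDH5 at 2 nM final in Tris HCl pH 7.4 with 0.06 mM NADH and 0.2 mM pyruvate, reacted 5 minutes at room temperature. Remaining NADH coupled via diaphorase/resazurin; resorufin fluorescence read at 0 and 20 minutes, normalized to enzyme-free and DMSO wells.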
ALOX12 inh: ALOX12 (human) lipoxygenase inhibition | P18054 | purified 12hLO, xylenol orange hydroperoxide absorbance | Potency, µM (highest dose often 108 µM), inactives show top-dose activity change, negative = inhibition, most hits filed as inhibitors | 580,000 tested, 1.1% active | AID 1671190; also: potency is read from the fitted curve at half-maximal effect; % is scaled to controls: 0 for no effect and ±100 for the full control effect
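Purified human 12hLO at 150 nM in 25 mM Hepes, 0.01% Triton X-100, pH 7.0, preincubated 15 min at room temperature with compound. Reaction started with 40 uM arachidonic acid, 30 min at room temperature. Hydroperoxide measured by Fe-xylenol orange, 573/405 nm absorbance ratio.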
RGS4 inh: blocks human RGS4-accelerated GTP hydrolysis | Transcreener GDP fluorescence polarization, RGS4-accelerated GTP hydrolysis | Potency, µM (titrated, usually from 114 µM), for the others: top-dose activity change, negative = inhibition, hits mostly inhibitors | 390,000 tested, 0.039% active | AID 504845; also: potency is read from the fitted curve at half-maximal effect; % is scaled to controls: 0 for no effect and ±100 for the full control effect; nearly all actives have a fitted effect of over 75% in size; some results filed as inactive show a strong effect at the top dose
Target sequence (P49798 whole entry, looked up): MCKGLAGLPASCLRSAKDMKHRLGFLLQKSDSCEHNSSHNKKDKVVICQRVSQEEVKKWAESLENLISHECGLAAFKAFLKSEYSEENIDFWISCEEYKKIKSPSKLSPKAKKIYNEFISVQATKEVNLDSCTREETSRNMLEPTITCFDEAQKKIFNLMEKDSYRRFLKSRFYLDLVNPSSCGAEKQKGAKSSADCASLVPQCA
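MLSMR compounds (23 nl, pin-transferred) preincubated 10 min at room temperature with a 500nM (2x) first reagent, then RGS4 at 900nM (2x) plus Transcreener GDP mix added; fluorescence polarization (620/688 nm) read before and after 90 min at 30 °C.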
Starred values were filed as active, the others as inactive; u = inconclusive; x = not tested or not shown; & = joins results of further samples; [ ] = another dose, or the depositor's remark. Unless noted, calls follow the shape of the dose curve; as a rule, active = well fitted curve in the direction sought with a large enough effect; inconclusive = small, poorly fitted or top-dose-only effect, or another doubt; inactive = no such curve, though single readings can be large; an effect the other way counts as inactive or inconclusive. Not all compounds are listed; the hit share may differ from the screen's.

entry	Structure	Vif-A3G inh	LDHA block	D2 agonist	Glioma ERSR ind	RGS4 inh
1	CC(C)(OC(=O)c1cccs1)c1cc2ccccc2c(=O)o1	-1%	-14	-1.0	0%	5%
2	Cc1ccc(N2C(=O)c3ccc(C(=O)N4CCN(c5ccccc5F)CC4)cc3C2=O)cc1	8%	-5	-0.8	2%	18%
3	COc1ccc2nc(N3C(=O)C(O)=C(C(=O)c4ccco4)C3c3ccc(OC)c(OC)c3)sc2c1 (configuration not stated)	1%	2	x	-3%	x
4	Cc1ccc(Cl)cc1NC(=S)N(CCCN1CCOCC1)Cc1ccco1	0%	0	2.5	3%	-18%
5	CCOC(=O)N1CCC(N(CCOC)C(=O)Nc2ccc(Cl)cc2)CC1	-3%	-3	0.2	1%	5%
6	COc1ccc(OCCSc2nc(N)cc(=O)[nH]2)cc1	1%	-4	-1.0	1%	34%[56.9 µM]
7	CCN1C(=O)/C(=C2/Sc3ccccc3N2CC)S/C1=N\c1ncn[nH]1	-30%	-3	-2.4	-1%	-38%
8	Cc1ccc(NC(=O)/C(=C/c2cccc(Br)c2)NC(=O)c2ccco2)cc1	3%	-4	0.3	-2%	1%
9	CCN(CC)CCCNC(=O)c1ccc(Cn2c(=O)[nH]c3cc(OC)c(OC)cc3c2=O)cc1	2%	7	0.7	-4%	2%
10	COc1cccc2cc(/C(C)=N/Nc3nc(-c4cc(C)ccc4C)cs3)c(=O)oc12	3%	15	-1.1	4%	u
11	COc1ccc(/C=C(\NC(=O)c2ccc(OC)cc2)C(=O)NC(CCSC)C(=O)O)cc1 (configuration not stated)	-1%	-7	-0.9	-2%	61%[activator]
12	CC(C(=O)NNS(=O)(=O)c1cccc(C(F)(F)F)c1)n1nnc(N2CCOCC2)n1 (configuration not stated)	-6%	7	0.3	1%	-12%
13	COc1ccc(NC(=O)Nc2nc(C(N)C3CCCCC3)cs2)cc1 (configuration not stated)	-7%	-8	x	0%	x
14	COc1cc(NC(=O)C2=C(N3CCOCC3)/C(=C\c3ccc(Cl)cc3Cl)CC2)cc(OC)c1OC	1%	7	0.7	-3%	-19%
15	COc1ccc(S(=O)(=O)N2CCC(C(=O)Nc3ccc(F)cc3)CC2)c2cccnc12	0%	-7&1	-0.7	-4%	-32%

entry	ALOX12 inh	Vif-APOBEC3F blk	ERG-DNA inh	D2 antagonist
1	-3%	-2%	0%	2
2	17%	-3%	1%	-9
3	40µM*	0%	x	x
4	-7%	-13%	-5%	3
5	4%	1%	x	-1
6	-1%	-5%	3%	-1
7	u	u	6%	4
8	-25%	-5%	17%	-16
9	-21%	1%	-27%	x
10	u	-16%	-1%	-24
11	0%	9%	-8%	-10
12	3.5µM*	8%	-5%	7
13	-8%	x	x	x
14	-20%	-3%	2%	2
15	16%&-2%	9%	-22%	1

Continued, overlapping the part above by 3 compounds.
entry	Structure	Vif-A3G inh	LDHA block	D2 agonist	Glioma ERSR ind	RGS4 inh
13	COc1ccc(NC(=O)Nc2nc(C(N)C3CCCCC3)cs2)cc1 (configuration not stated)	-7%	-8	x	0%	x
14	COc1cc(NC(=O)C2=C(N3CCOCC3)/C(=C\c3ccc(Cl)cc3Cl)CC2)cc(OC)c1OC	1%	7	0.7	-3%	-19%
15	COc1ccc(S(=O)(=O)N2CCC(C(=O)Nc3ccc(F)cc3)CC2)c2cccnc12	0%	-7&1	-0.7	-4%	-32%
16	COc1ccc(NC(=O)Nc2nnc(C)s2)cc1	-6%	-4	0.3	-2%	0%
17	CCc1nnc(NC(=O)C(=O)NCCOC(=O)c2ccccc2)s1	-1%	-4	-0.8	-4%	18%
18	CCCCNC(=O)N(C)c1nncnc1C(=O)NC	1%	2	-0.3	-3%	-5%
19	CC(C)[C@H](NC(=O)c1ccc(C(C)(C)C)cc1)C(=O)Nc1nnc(C2CC2)s1	0%	2	1.3	-2%	-16%
20	O=C(O)CSCC(=O)Nc1ccc(Cl)cc1C(F)(F)F	0%	-4	0.0	1%	-17%
21	O=C(CNc1ccccc1)NNC1=NCCC1	4%	-4	1.3	-4%	22%[11.4 µM]
22	Oc1ccc(C=NNC(=S)Nc2ccc(F)cc2)c(O)c1	u	0	x	5%	-31%
23	COc1ccc(-c2cc(C(=O)N/N=C/c3cccnc3)c3ccccc3n2)c(OC)c1	-8%	-2	x	-1%	-16%
24	O=C(Cn1c(-c2ccco2)nc2ccccc21)N1CCCCC1	2%	-2	0.6	-3%	3%
25	O=C(N/N=C/c1ccccn1)c1[nH]c2ccc([N+](=O)[O-])cc2c1-c1ccccc1	-19%	0	0.5	-2%	-36%
26	O=C1c2cccc3cccc(c23)C(=O)N1c1ccc(O)cc1	-3%	-21	0.4	-5%	-5%
27	Cc1cc(C)n2nc(SCC(=O)c3ccc[nH]3)nc2n1	3%	-1	-0.9	6%	10%
28	O=S1(=O)CCOCCCN1Cc1ccccc1	-1%&-1%	-9	0.0	-5%&-3%	-4%
29	NC(=O)Nc1ccc(C(=O)OCC(=O)N(Cc2ccccc2)C2CCS(=O)(=O)C2)cc1 (configuration not stated)	1%	-4	1.6	-3%	5%
30	CCN1C(=O)[C@H]2[C@H]3CN=C(SCC(=O)c4ccccc4)N3[C@@](CC)(C(=O)OC)[C@H]2C1=O	9%	-1	x	2%	-43%

entry	ALOX12 inh	Vif-APOBEC3F blk	ERG-DNA inh	D2 antagonist
13	-8%	x	x	x
14	-20%	-3%	2%	2
15	16%&-2%	9%	-22%	1
16	-22%	3%	3%	x
17	u	-1%	x	6
18	-20%	x	4%	-12
19	-4%	0%	6%	1
20	-4%	-1%	15%	6
21	8%	1%	11%	-7
22	40µM*	25µM*	-3%	x
23	0%	1%	1%	x
24	-9%	2%	4%	46*
25	-22%	-6%	6%	7
26	-8%	-1%	-1%	4
27	u	-8%	10%	6
28	-1%	0%	-6%	9
29	-2%	-16%	-5%	-5
30	-24%	u	-3%	x

Following part.
entry	Structure	Vif-A3G inh	LDHA block	D2 agonist	Glioma ERSR ind	RGS4 inh
31	CCCC(CCC)C(=O)Nc1cc(-c2cn3cccnc3n2)ccc1OC	5%	-11	0.6	-3%	16%
32	CCCNC(=O)Cn1nc(C)c2c(C)n(-c3ccccc3)nc2c1=O	0%	-10	-0.5	-3%	19%
33	O=C1/C(=C/c2cccs2)SC(=S)N1c1ccccc1	0%	0	0.2	-4%	-4%
34	CC(=O)c1c(C)nn(CCC(=O)O)c1C	0%	-2	0.6	-7%	-94%[56.9 µM]
35	CCNC(=O)c1ccc2nc(CCc3ccccc3)oc2c1	3%	3	0.0	3%	-16%
36	Cc1ccc(NC(=O)N2CCN(C(=O)C3CCCO3)CC2)cc1 (configuration not stated)	0%	1	x	0%	32%
37	CCC(CC)NC(=O)c1cccc([N+](=O)[O-])c1C	2%	-1	0.2	-4%	29%
38	Cc1cccc(NS(=O)(=O)c2nnc(NC(=O)C3CCCCC3)s2)c1	-12%&-6%	1&2	0.4&-0.7	-4%&-1%	7%&-12%
39	CCOc1ccc(NC(=O)CS(=O)(=O)c2cn(CC)c3ccccc23)cc1	0%	2	-1.0	-5%	-29%
40	O=C(NCc1ccco1)C(=O)NCC1OCCCN1S(=O)(=O)c1ccccc1 (configuration not stated)	0%	-4	1.4	-4%	-20%
41	COc1ccc(CC(=O)N2CC(=O)N(CCc3ccccc3)C(=O)C2)cc1	2%	-1	0.9	-3%	2%
42	CC(C)(C)c1ccc(OCC(=O)Nc2c(C(=O)c3ccc(F)cc3)oc3ccccc23)cc1	2%	-11	x	-4%	-1%
43	O=C(Nc1cccc([N+](=O)[O-])c1)c1ccc(N2CCCC2=O)cc1	-3%	-1	-0.9	-3%	6%
44	C/C(CCc1oc2ccc(Cl)cc2c1-c1ccc(C)o1)=N\O	-7%	2	-0.1	-4%	-45%
45	CCc1ccc(OCC(=O)Nc2ccc(S(=O)(=O)Nc3cc(C)on3)cc2)c(Br)c1	0%	-5	-1.5	-2%	4%
46	O=C(CN1C(=O)CSc2ccc(S(=O)(=O)N3CCOCC3)cc21)NCCCN1CCOCC1	1%	-8	-0.1	-1%	15%
47	COc1ccc(NC(=O)C2=CC(c3ccc(OC)cc3)=NS(=O)(=O)N2C)cc1	3%	-6	-0.4	4%	-16%

entry	ALOX12 inh	Vif-APOBEC3F blk	ERG-DNA inh	D2 antagonist
31	-8%	4%	1%	x
32	-2%	-16%	1%	x
33	u	0%	1%	-9
34	u	-13%	-8%	-18
35	-6%	6%	-8%	x
36	-3%	-13%	11%	x
37	-6%	-4%	7%	-12
38	0%&-17%	1%&6%	4%&-10%	4
39	7%	4%	1%	-12
40	-8%	-1%	0%	5
41	0%	-1%	0%	-7
42	-3%	-10%	1%	x
43	-12%	-6%	-15%	15
44	u	x	-4%	13
45	-13%	4%	-4%	4
46	-4%	-5%	6%	9
47	33%[activator]	0%	3%	-15
